# From PubChem BioAssay
# Tb PFK block: inhibitors of T. brucei phosphofructokinase | O15648 | T. brucei PFK, ADP-Glo luminescence | Potency, µM (series often up to 57.5 µM), for the others: at the highest dose activity, negative = inhibition, hits mostly inhibitors | hit rate 0.17% among 330,000;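 note: potency is the fitted concentration of half-maximal effect; 0% = uninhibited 1x PFK enzyme wells and -100% = no-enzyme wells; nearly all actives have a fitted effect of over 60% in size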
# Target sequence (O15648 whole entry, looked up): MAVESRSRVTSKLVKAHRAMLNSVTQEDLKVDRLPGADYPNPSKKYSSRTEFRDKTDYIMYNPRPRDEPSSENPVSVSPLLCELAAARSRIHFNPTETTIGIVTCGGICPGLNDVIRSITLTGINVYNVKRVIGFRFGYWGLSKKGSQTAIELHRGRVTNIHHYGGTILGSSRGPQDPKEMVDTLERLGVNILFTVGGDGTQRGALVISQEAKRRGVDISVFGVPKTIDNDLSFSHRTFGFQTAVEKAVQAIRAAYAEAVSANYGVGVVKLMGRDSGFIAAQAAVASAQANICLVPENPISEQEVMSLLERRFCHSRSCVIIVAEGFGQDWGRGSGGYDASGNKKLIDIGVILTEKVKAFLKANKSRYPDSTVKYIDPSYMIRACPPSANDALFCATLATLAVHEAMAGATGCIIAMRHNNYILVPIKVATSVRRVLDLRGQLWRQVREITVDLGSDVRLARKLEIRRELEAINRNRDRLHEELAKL
#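 In TEA buffer at pH 8.0 with 5 mM MgCl2, enzyme (1.25 nM) converted F6P (0.5 mM) and ATP (0.1 mM) for 45 min at room temperature. ADP product was read by luciferase luminescence.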
# FLuc modulator: counter-screen for miR-21 project: firefly luciferase inhibitors or activators. P08659. purified FLuc, Km substrates, luminescence inhibition. Potency, µM (series often up to 57.5 µM), for inactives: at the highest dose activity change, negative = inhibition, usual class: inhibitors. hit rate 6.9% among 360,000;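 note: potency is the fitted concentration of half-maximal effect; plate controls were vehicle for no effect and reference inhibitor for full effect; nearly all actives have a fitted effect of over 55% in size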
#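 Purified P. pyralis luciferase, 10 nM final, with Km-level 10 uM D-luciferin and 10 uM ATP in 50 mM Tris acetate pH 7.5, 10 mM Mg acetate, 0.01% Tween-20, 0.05% BSA; 6-point qHTS titration about 60 µM downward; luminescence read.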
# TRPV1 agonist: agonists of human vanilloid receptor 1 (TRPV1); Q8NER1; TRPV1-expressing cells, Fluo-8 calcium influx, agonist mode; activation, % at 8.33 µM; hit rate 0.19% among 320,000; AID 540275; in the data active = activation above about 80%; inconclusive = between about 30% and that limit; note: 0% is about no effect
#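 TRPV1-expressing cells were cultured overnight at 35.5C and loaded with Fluo-8 calcium dye for 40 to 90 min at room temperature. After a 10 s baseline, compound was added and calcium influx was read kinetically for 3 min (ex 480/em 520 nm).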
# Rab9 promoter act: activators of Rab9 promoter. Huh7 Rab9 promoter-luciferase reporter, luminescence, 24 h. Potency, µM (series often up to 9.22 µM), inactives show at the top dose activation, negative = inhibition, usual class: activators. hit rate 2.8% among 320,000. AID 485297; note: potency is the fitted concentration of half-maximal effect; % of control where 0% means no effect; nearly all actives have a fitted effect of over 60% in size
#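 Luminescence read-out: Huh7 cells stably expressing Rab9-luciferase, treated 24 h with compound at 37 °C, then lysed with luciferase reagent for 10 min at ambient before reading.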
# BRCA1 expr up: activators of BRCA1 expression | MCF7-BRCA1-FFLuc reporter, luminescence, 48 h; response scale: scaled: vehicle 0%, 10 µM genistein 100% | Potency, µM (doses to about 46.1 µM), inactives show top-dose activation, hits mostly activators | hit rate 1.1% among 380,000 | AID 624202; note: potency is the fitted concentration of half-maximal effect; nearly all actives have a fitted effect of over 80% in size; some results filed as inactive show a strong effect at the top dose
#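 Luminescence from a BRCA1-driven firefly luciferase in MCF7 cells was the read-out, taken 15 min after substrate addition following 48 h compound exposure at 37 °C. Data were normalized to a 10 microM genistein control and DMSO vehicle.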
# Gal4-VP16 FLuc: inhibits Gal4-VP16 luciferase reporter, ROR gamma counter-screen; Drosophila S2 Gal4-VP16 UAS-luciferase, luminescence, 20 h; Potency, µM (series often up to 53.6 µM), for the others: at the highest dose activity, negative = inhibition, actives largely listed as inhibitors; hit rate 3.5% among 310,000; AID 2546;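 note: Gal4-VP16 expression switched on by copper sulfate through the metallothionein promoter; potency is the fitted concentration of half-maximal effect; % is set by controls: 0 for no effect and ±100 for the full control effect; nearly all actives have a fitted effect of over 50% in size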
# RORg inh: inhibitors of mouse ROR gamma transcriptional activity. P51450. Drosophila S2 Gal4-RORgamma UAS-luciferase reporter, 20 h. Potency, µM (titrated, usually from 53.6 µM), inactives show top-dose activity change, negative = inhibition, hits mostly inhibitors. hit rate 5.4% among 310,000. AID 2551; note: potency is the fitted concentration of half-maximal effect; % is set by controls: 0 for no effect and ±100 for the full control effect; nearly all actives have a fitted effect of over 60% in size
# Target sequence (P51450 whole entry, looked up, the tested form may be a part): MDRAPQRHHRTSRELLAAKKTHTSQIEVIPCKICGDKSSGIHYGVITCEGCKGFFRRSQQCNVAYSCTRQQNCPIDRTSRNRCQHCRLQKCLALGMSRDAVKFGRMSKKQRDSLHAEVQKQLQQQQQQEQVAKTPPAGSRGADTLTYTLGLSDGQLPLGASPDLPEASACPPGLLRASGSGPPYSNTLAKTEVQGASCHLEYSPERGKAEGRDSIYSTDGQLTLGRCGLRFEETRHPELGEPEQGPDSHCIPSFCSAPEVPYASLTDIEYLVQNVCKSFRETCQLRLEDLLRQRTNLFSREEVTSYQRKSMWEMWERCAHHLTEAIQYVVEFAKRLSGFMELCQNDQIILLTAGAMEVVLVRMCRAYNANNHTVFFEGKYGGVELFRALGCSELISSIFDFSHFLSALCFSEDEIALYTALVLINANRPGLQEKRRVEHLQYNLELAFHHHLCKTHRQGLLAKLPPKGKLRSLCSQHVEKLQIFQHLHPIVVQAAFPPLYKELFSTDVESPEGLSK
#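 Drosophila S2 cells stably expressing Gal4-DBD/mouse RORγ fusion under metallothionein promoter plus UAS-luciferase; compound 1 h, then 700 uM CuSO4 induction for 20 h at ambient temperature; inhibition read as reduced luminescence.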
# NPC1 prom act: activators of NPC1 promoter; Potency, µM (doses to about 9.22 µM), for the others: at the highest dose activation, usual class: activators; AID 485313; Huh7 NPC1 promoter luciferase reporter, 24 h; hit rate 2.4% among 320,000;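 note: potency is the fitted concentration of half-maximal effect; % of control where 0% means no effect; nearly all actives have a fitted effect of over 60% in size; reporter is driven by a mutant NPC1 promoter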
#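 Huh7 reporter cells (NPC1 promoter driving luciferase) are dosed with compound for 24 h at 37 °C, 5% CO2; luciferase detection reagent is then added and luminescence measured after 10 min at ambient temperature.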
# p53 reactivator: re-activators of mutant p53 | H1299 p53-A138V BP100-luciferase reporter, luminescence, 24 h | hit rate 0.063% among 320,000 | Potency, µM (top dose mostly 92.2 µM), for the others: top-dose activity change, positive = activation, most hits filed as activators | AID 504706; note: potency is the fitted concentration of half-maximal effect; % of control where 0% means no effect; nearly all actives have a fitted effect of over 45% in size
#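 p53-null H1299 cells stably carrying temperature-sensitive p53-A138V and a BP100-luciferase reporter were pinned with compounds (4-point, 1:5 series) and held 24 hrs at 37 deg C. Luminescence was read 10 min after detection reagent.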
# ELG1 genotoxic: genotoxicity induction in ELG1-luciferase HEK293T cells; AID 504466; Potency, µM (doses to about 46 µM), for inactives: top-dose activity change, positive = activation, most hits filed as activators; hit rate 1.3% among 330,000; HEK293T ELG1-luciferase reporter, luminescence, 16 h; note: potency is the fitted concentration of half-maximal effect; % of control where 0% means no effect; nearly all actives have a fitted effect of over 60% in size
#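 HEK293T cells expressing luciferase-tagged ELG1 were exposed to compound or DMSO vehicle for 16 hr at 37 °C and 5% CO2. Luciferase activity was then measured with ONE-Glo after 30 min at room temperature.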
# ELG1 DNA repair: ELG1-dependent DNA repair inhibition. HEK293T ELG1-luciferase reporter, luminescence, 16 h; DNA damage induced by 5-fluorouridine. Potency, µM (doses to about 46.1 µM), for the others: at the highest dose activity change, negative = inhibition, actives largely listed as inhibitors. hit rate 2.3% among 330,000; note: potency is the fitted concentration of half-maximal effect; % is set by controls: 0 for no effect and ±100 for the full control effect; nearly all actives have a fitted effect of over 55% in size
#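 HEK293T cells expressing luciferase-tagged ELG1 (2,000/well) received 5-Fluorouridine plus compound or DMSO for 16 hr at 37 °C. Luciferase was read by ONE-Glo luminescence after 30 min at room temperature.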
# Numbers without * were called inactive; ? = inconclusive; . = not tested or not shown; & = joins results of further samples; [ ] = another dose, or the depositor's remark. Unless noted, calls come from the whole dose curve; as a rule, active = well fitted curve in the direction sought with a large enough effect; inconclusive = small, poorly fitted or top-dose-only effect, or another doubt; inactive = no such curve, though single readings can be large; an effect the other way counts as inactive or inconclusive. Compounds were not picked by outcome. Share with any hit: about 15%.
SMILES,Tb PFK block,FLuc modulator,TRPV1 agonist,Rab9 promoter act,BRCA1 expr up,Gal4-VP16 FLuc,RORg inh,NPC1 prom act,p53 reactivator,ELG1 genotoxic,ELG1 DNA repair
Cc1ccc(N2C(=O)c3ccc(C(=O)Nc4cccnc4)cc3C2=O)c(C)c1,1%,3%,?,-8%,-17%,-16%,31%,2%,-3%,2%,-11%
N#Cc1ccc(OCC(=O)N2CCc3ccccc32)cc1,8%,.,.,.,?,.,.,.,18%,15%,?
COc1ccc2[nH]c(=O)c(CN(Cc3cccnc3)C(=S)NCC3CCCO3)cc2c1 (stereo not given),1%,2%,-2,-5%,-1%,2%,28%,-7%,-4%,-7%,?
CCc1c(C)nc(SCC(=O)CC(=O)OC(C)C)c(C#N)c1C,-8%,?,17,-2%,10%,16%,-27%,0%,0%,1%,0%
Cc1cc(=O)oc2c(C)c(OCC(=O)N3CCN(C(=O)C4COc5ccccc5O4)CC3)ccc12 (stereo not given),0%,-1%,1,0%,-22%,-5%,23%,-16%,-9%,-11%,?
O=C(O)c1ccc(CNCc2cccc(Oc3ccccc3)c2)cc1,-4%,-1%,1,-4%,11%,2%,-2%,2%,-6%,-2%,-4%
COCCNC(=O)CSc1nnc(-c2ccccc2F)n1Cc1ccccc1,-4%,1%,1,0%,2%,5%,34%,-2%,-2%,0%,14%
O=C(O)c1ccc(NCc2cccnc2)c([N+](=O)[O-])c1,-4%,-1%,1,-3%,-3%,-5%,-5%,1%,-6%,-2%,-2%
CCC(=O)c1ccc(N2CCN(C(=O)c3cccs3)CC2)c(F)c1,-4%,-8%,18,?,?,?,?,?,?,12%,?
CCOc1cccc(-c2nnc3sc(-c4cc(OC)c(OC)c(OC)c4)nn23)c1,-7%,4%,-2,-5%,14%,0%,-7%,0%,7%,8%,3.3µM*
O=C(CSc1n[nH]c(-c2ccco2)n1)Nc1ccc(F)cc1,-19%,-7%,-1,-1%,-46%,-11%,21%,1%,-2%,1%,5%
Cc1ccc(C(=O)/C=C/c2ccc3c(c2)OCO3)o1,0%,2.4µM*,?,25%,45%,?,?,-5%,?,4%,?
O=C(C1CC1)N(CCN(Cc1ccccc1)C(=O)C1CC1)Cc1ccccc1,2%,2%,0,-7%,-27%,11%,10%,0%,8%,-3%,-13%
CC1CCN(C(=O)CC(NC(=O)c2ccccc2Cl)c2ccccc2)CC1 (stereo not given),2%,-1%,-2,2%,-28%,6%,2%,3%,-6%,-7%,7%
CC(=O)Nc1ccc(OCC(O)Cn2c(C(C)C)nc3ccccc32)cc1 (stereo not given),-1%,-2%,1,-3%,4%,4%,-1%,-10%,-3%,-3%,-4%
CSc1cccc(NC(=O)C2CCCN(S(=O)(=O)c3cccs3)C2)c1 (stereo not given),-4%,6%,9,0%,-22%,-16%,?,-6%,-4%,-19%,?
Cc1sc2ncn(CC(=O)NCCCC(=O)N(C)Cc3ccccc3)c(=O)c2c1C,2%,2%,4,1%,-11%,14%,34%,-1%,-2%,0%,-4%
COc1ccc(CCNC(=O)Nc2ccccc2[N+](=O)[O-])cc1,1%,?,-3,?,?,?,4%,?,16%,?,?
OCC[C@@H]1C[C@@H](O)[C@H](O)[C@]2(OCCc3ccccc32)O1,3%,0%,1,-5%,-6%,4%,1%,-1%,6%,-2%,-17%
Cc1nc(C)c(CCNC(=O)c2cccc(Cl)c2)s1,2%,-2%,16,8%,28%,5%,2%,2%,-23%,2%,6%
CC(C)(C)CC(C)(C)NCC(O)COc1c(F)cc(Br)cc1F (stereo not given),-1%,4%,-5,0%,-97%[inhibitor],-16%,-32%,1%,-8%,-2%,-18%
COc1ccc(C(=O)C2CCN(C(=O)Nc3ccccc3C)CC2)cc1,-7%,?,15,2%,2%,6%,6%,-2%,0%,-1%,-3%
Cc1cc(C(=O)COC(=O)c2ccc([N+](=O)[O-])o2)c(C)n1CC1CCCO1 (stereo not given),2%,11µM*,1,2%,48%,1%,20µM*,-1%,4%,0%,14%
CCCCCCc1c(C)nc(-n2[nH]c(C)c(CCO)c2=O)[nH]c1=O,0%,?,-5,-10%,-20%,16µM*,3.5µM*,-2%,-4%,-4%,-3%
Cc1cccc(-n2c(N)c(C(=O)NCCN3CCOCC3)c3nc4ccccc4nc32)c1,-6%,2%,6,-7%,-18%,-3%,3%,-2%,-2%,1%,?

# Two records drawn at random from those above:
SMILES,Tb PFK block,FLuc modulator,TRPV1 agonist,Rab9 promoter act,BRCA1 expr up,Gal4-VP16 FLuc,RORg inh,NPC1 prom act,p53 reactivator,ELG1 genotoxic,ELG1 DNA repair
CC(=O)Nc1ccc(OCC(O)Cn2c(C(C)C)nc3ccccc32)cc1 (stereo not given),-1%,-2%,1,-3%,4%,4%,-1%,-10%,-3%,-3%,-4%
CCOc1cccc(-c2nnc3sc(-c4cc(OC)c(OC)c(OC)c4)nn23)c1,-7%,4%,-2,-5%,14%,0%,-7%,0%,7%,8%,3.3µM*

# (further entries)
SMILES,Tb PFK block,FLuc modulator,TRPV1 agonist,Rab9 promoter act,BRCA1 expr up,Gal4-VP16 FLuc,RORg inh,NPC1 prom act,p53 reactivator,ELG1 genotoxic,ELG1 DNA repair
O=C(Nc1ccccc1)Nc1cccc(Cl)c1Cl,-7%,11µM*,?,16%,3%,-1%,?,21%,?,14%,?
O=[N+]([O-])c1cccc(S(=O)(=O)Nc2ccc(S(=O)(=O)NCC3CCCO3)cc2)c1 (stereo not given),1%,1%,-5,0%,-7%,4%,-2%,1%,12%,2%,6%
CCOc1ncccc1C(=O)OCC(=O)c1ccc(C)c(C)c1,2%,11µM*,20,?,2%,19%,20%,?,7%,9%,8%
COc1ccc(NC(=O)c2cccnc2)cc1,1%,-2%,1,12%,50%,18%,1%,1%,.,10%,?
CCN(CC)CCN(C(=O)c1ccc2c(c1)OCCO2)c1nc2ccc(C)cc2s1,2%,1%,-3,0%,27%,-1%,-4%,-4%,?,-2%,?
COC(=O)COc1ccc(S(=O)(=O)Nc2cc(OC)ccc2OC)cc1,3%,-1%,0,-5%,.,25µM*,5µM*,6%,-10%,-8%,1%
CCCCCCCC(=O)OC(CN1CCCCC1)CN1CCCC1=O (stereo not given),2%,7%,0,-3%,10%,-4%,3%,-2%,-4%,0%,-1%
O=C(CC1C(=O)NCCN1Cc1ccc(F)c(F)c1)NCCCn1ccnc1 (stereo not given),-1%,-3%,-4,-8%,-5%,-2%,20%,-1%,5%,1%,15%
COc1ccc(NC(=O)C(NC(=O)Cc2cccs2)c2ccccc2)cc1 (stereo not given),2%,1%,0,2%,-29%,-5%,-18%,-2%,10%,13%,8%
O=C1NC(=S)/C(=C\c2ccc(-c3ccccc3Cl)o2)S1,-1%,?,-1,-3%,-18%,?,?,-4%,26%,-7%,-6%
CCc1c(C)sc(NC(=O)c2cc(-c3ccco3)on2)c1C#N,2%,-14%,8,5%,42%,2%,?,-2%,0%,3%,15%
COC(=O)c1cc(S(=O)(=O)NCC2CCN(Cc3ccc(F)cc3)CC2)c[nH]1,2%,2%&-7%,-1,0%,0%&0%,-11%,-12%,-1%,-3%,-1%,16%
O=C(NCCCc1ccccc1)c1ccccc1O,3%,?,5,27%,?,2%,?,?,-15%,13%,?
NS(=O)(=O)c1ccc(Nc2nc(-c3cccnc3)cs2)cc1,-2%,1%,0,-22%,-43%,-16%,-4%,-35%[inhibitor],-78%[inhibitor],-27%,?
N#CCC(=O)Nc1ccc(C(=O)OCC(=O)NC(=O)Nc2ccc3c(c2)OCCO3)cc1,-11%,.,.,.,?,.,.,.,20%,?,?
O=C1C2C3C=CC(C3)C2C(=O)N1c1ccc(S(=O)(=O)Nc2nccs2)cc1 (stereo not given),-3%,1%,-1,-12%,-16%,4%,3%,-2%,-3%,0%,-2%
COC(=O)[C@H]1[C@H]2C[C@@H]3c4[nH]c5cc(OC)ccc5c4CCN3C[C@H]2C[C@@H](OC(=O)/C=C/c2cc(OC)c(OC)c(OC)c2)[C@@H]1OC,-4%,-1%,2,-9%,-8%,.,.,-3%,5%,-7%,-16%
CC1=CC(C)(C)N(S(=O)(=O)c2ccc(C)cc2)c2ccccc21,3%,0%,18,-19%,-83%&-50%,-11%,-40%,-20%,12%,3%&4%,-4%
COc1ccc(NC(=O)C2(N(C(=O)Cn3nnnc3N)c3ccc(OC)cc3)CCCCC2)cc1,1%,2%,1,-3%,-20%,-14%,1%,2%,-3%,-1%,11%
